Rac1 wt modul = human Rac1 wildtype GTP binding, inhibitors and activators | AID 757 | GTP binding activity (% of control), % at 10 µM | GST-Rac1 beads, fluorescent GTP binding, flow cytometry; actives lie on both sides; 0 = cold GTP competed, 100 = untreated | P63000 | actives 0.27% (n = 190,000);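 active = GTP binding activity at least 20 points away from the 100% control level, either lower or higher; inconclusive = compound flagged as likely green fluorescent, judged across all proteins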
Mcl1 Bid PPI = Mcl-1/Bid interaction inhibition; actives 0.97% (n = 220,000); AID 1021; inhibition, % at 21.7 µM; TR-FRET Mcl-1/Bid-Dy647 peptide binding, 1536-well;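 active = compounds that cut the binding signal by more than half at the single screening dose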;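 also: His-tagged Mcl-1 with europium anti-His antibody binding Bid BH3 peptide; 0% = Mcl-1 plus peptide wells and 100% = peptide-only wells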
Target sequence (Q07820 whole entry, looked up): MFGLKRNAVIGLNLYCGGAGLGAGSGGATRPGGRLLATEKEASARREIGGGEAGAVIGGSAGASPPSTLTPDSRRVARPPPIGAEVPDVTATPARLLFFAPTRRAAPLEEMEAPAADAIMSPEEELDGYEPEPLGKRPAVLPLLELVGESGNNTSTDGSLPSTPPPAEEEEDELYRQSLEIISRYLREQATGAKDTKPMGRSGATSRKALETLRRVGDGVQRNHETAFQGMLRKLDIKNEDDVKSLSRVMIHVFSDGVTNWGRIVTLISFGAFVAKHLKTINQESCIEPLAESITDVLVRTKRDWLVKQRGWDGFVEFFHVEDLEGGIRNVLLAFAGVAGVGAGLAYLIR
Cdc42 wt GTP = human Cdc42 wildtype GTP binding change, either direction. P60953. actives 0.2% (n = 190,000). GST-Cdc42 beads, Bodipy-GTP binding, flow cytometry; actives lie on both sides. percent activity (GTP binding), % at 10 µM;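 active = percent activity GTP binding at least 20 points away from the 100% baseline, either down as inhibitor or up as activator; inconclusive = compound flagged as likely green fluorescent from well-wide comparison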;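 also: median bead fluorescence of bound Bodipy-FL-GTP at 100 nM; 0% = excess unlabeled GTP control and 100% = no compound control; below 100% means less GTP binding so inhibitor and above means activator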
Target sequence (P60953 whole entry, looked up): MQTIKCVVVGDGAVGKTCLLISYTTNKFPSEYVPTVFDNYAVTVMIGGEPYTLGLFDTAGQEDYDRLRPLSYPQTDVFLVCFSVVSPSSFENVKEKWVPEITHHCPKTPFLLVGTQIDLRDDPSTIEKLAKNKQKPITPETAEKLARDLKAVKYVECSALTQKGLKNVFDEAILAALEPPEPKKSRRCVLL
Mcl1-Noxa inh = Mcl-1/Noxa interaction inhibition. Q07820. TR-FRET Mcl-1/Noxa peptide binding, 2 h. inhibition, % at 21.7 µM. actives 1.5% (n = 220,000);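 active = compounds that cut the protein-peptide binding signal by more than 50% relative to plate controls in a single-dose test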;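 also: His-tagged Mcl-1 with rhodamine Noxa BH3 peptide and terbium anti-His antibody; 0% = Mcl-1 plus Noxa peptide wells and 100% = peptide-only wells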
HRas wt GTP bind = modulators of GTP binding to human HRas wildtype. AID 759. GST-Ras wt beads, Bodipy-FL-GTP binding, flow cytometry; actives lie on both sides. actives 0.14% (n = 190,000). GTP binding activity, % at 10 µM. P01112;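 active = GTP binding activity at least 20% away from the 100% baseline, either lowered as inhibitor or raised as activator; inconclusive = flagged as likely green fluorescent, judged across all proteins in the well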;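 also: 0% = unlabeled GTP competition control and 100% = no-compound control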
Rab7 wt modul = modulators of GTP binding to dog Rab7 wildtype GTPase | actives 0.055% (n = 190,000) | GTP binding activity (percent of control), % at 10 µM | GST-Rab7 beads, fluorescent GTP binding, flow cytometry; actives lie on both sides; untreated = 100%, excess cold GTP = 0%;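 active = fluorescent GTP binding to Rab7 beads changed by at least 20 points from the 100% baseline, either direction, mostly lower; inconclusive = compound itself probably fluorescent, or too few beads counted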;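 also: median green fluorescence of bound Bodipy-FL-GTP per Rab7 bead population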
RGS8-Gao reg = regulators of human RGS8-Galphao interaction; P09471; actives 0.34% (n = 220,000); response (percent of control binding), % at 10 µM; multiplexed bead flow cytometry, RGS8-Galphao binding; actives lie on both sides; in the data active = response below about 60% or above about 140%; inactive = in between;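 also: Galphao activated as the GDP aluminium fluoride complex binding bead-coupled RGS8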
Target sequence (P09471 whole entry, looked up): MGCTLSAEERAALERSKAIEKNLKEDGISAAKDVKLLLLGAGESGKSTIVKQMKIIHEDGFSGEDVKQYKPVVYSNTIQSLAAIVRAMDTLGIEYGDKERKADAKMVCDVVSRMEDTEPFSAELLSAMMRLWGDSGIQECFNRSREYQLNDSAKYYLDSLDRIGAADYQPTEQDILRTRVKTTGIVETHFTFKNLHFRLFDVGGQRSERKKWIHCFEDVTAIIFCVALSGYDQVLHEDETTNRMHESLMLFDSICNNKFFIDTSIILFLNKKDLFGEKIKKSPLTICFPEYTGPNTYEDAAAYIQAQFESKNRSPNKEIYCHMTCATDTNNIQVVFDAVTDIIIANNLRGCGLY
Pf gamet viab = inhibitors of late stage P. falciparum gametocyte viability. P. falciparum stage V gametocytes, ATP luminescence, 24 h. inhibition, % at 10.9 µM. actives 0.065% (n = 150,000). AID 743093;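 active = inhibition above the mean plus 3 SD of compounds within the control limits, set per campaign, cut at about 38% in these data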;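 also: 0% = DMSO wells and 100% = medium only without gametocytes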
Mcl-1 Bim block = disrupts Bim peptide binding to human Mcl-1. Q07820. Bead-based flow cytometry, Bim peptide-Mcl-1 binding. inhibition, % at 10 µM. actives 0.1% (n = 190,000). AID 1009; in the data active = inhibition above about 40%;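 also: 0% = no compound tracer wells and 100% = peptide blocker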
Rab2A wt mod = changes GTP binding to wildtype dog Rab2A, up or down | P61105 | GST-Rab2 wt beads, Bodipy-GTP binding, flow cytometry | GTP binding activity, % at 10 µM | actives 0.19% (n = 190,000) | AID 760;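 active = GTP binding activity at least 20 points away from 100%, either lowered or raised; inconclusive = signal likely due to the compound's own green fluorescence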;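 also: 0% = beads with excess unlabeled GTP and 100% = no-compound control corrected for plate trend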
Rac1 act GTP bind = alters GTP binding to activated mutant human Rac1; actives 0.11% (n = 190,000); percent activity (GTP binding), % at 10 µM; GST-Rac1 activated beads, fluorescent GTP binding, flow cytometry; actives lie on both sides; 100% means binding = to untreated wells;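 active = GTP binding at least 20 percentage points away from the 100% baseline, in either direction, so actives lie on both sides; inconclusive = Compound likely fluorescent itself, or too few beads counted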
An asterisk follows results filed as active; u = inconclusive; x = not tested or not shown.

SMILES	Rac1 wt modul	Mcl1 Bid PPI	Cdc42 wt GTP	Mcl1-Noxa inh	HRas wt GTP bind	Rab7 wt modul	RGS8-Gao reg	Pf gamet viab	Mcl-1 Bim block	Rab2A wt mod	Rac1 act GTP bind
CC(=O)Nc1ccc(NC(=O)/C=C/c2ccccc2)cc1	98	-16	98	3	96	95	103	2	29	99	98
O/N=C/c1ccc(OCc2ccccc2)c(Cl)c1	102	9	99	14	98	100	82	x	-2	98	100
Cc1ccc(N2C(=O)CC(Nc3ccc(Cl)c(S(=O)(=O)N(C)C)c3)C2=O)c(C)c1 (stereo unspecified)	96	-32	96	16	95	95	103	5	1	95	96
COC(=O)C1=C(C)NC(=O)/C1=C\c1cc(C)n(-c2ccccc2)c1C	101	-48	102	17	100	100	91	-18	-3	102	99
CCc1ccc(NS(=O)(=O)c2ccc3[nH]cc(C(=O)NCC4CCCO4)c(=O)c3c2)cc1 (stereo unspecified)	101	54*	99	16	98	95	95	x	-4	95	96
COc1cc(/C=C(/C#N)c2nc3ccccc3[nH]2)ccc1OCC(=O)Nc1ccccc1C(C)C	103	59*	100	34	97	95	103	x	16	99	98
O=P(Cc1nnco1)(c1ccccc1)c1ccccc1	103	-3	105	-11	101	98	87	x	-3	100	101
Cc1ccccc1Oc1ncnc2oc(-c3ccccc3)cc12	99	4	96	16	98	101	89	18	-6	97	98
COCCn1c(N)c(N(Cc2ccccc2)C(=O)c2ccc(C#N)cc2)c(=O)[nH]c1=O	100	-24	98	7	98	105	100	12	0	107	93
CCOCCCNC(=O)c1c(C)c(C(=O)OCC)n(C)c1C	97	-15	100	3	100	101	101	-57	2	98	97
O=C(Nc1cccc2ccccc12)c1ccc(Cn2cc(Cl)cn2)cc1	101	-5	100	4	100	102	104	-32	-2	98	98
Cc1ccc(S(=O)(=O)N2CCCC(C(=O)NCCc3ccc4c(c3)OCO4)C2)cc1 (stereo unspecified)	103	-38	103	32	98	102	109	x	-3	100	100
O=C(O)CC(NC(=O)C1c2ccccc2Oc2ccccc21)c1ccc(OC2CCCC2)cc1 (stereo unspecified)	93	-15	95	1	93	92	106	18	-2	94	88
CCOC(=O)c1sc(NC(=O)CNCc2cccnc2)c(C(=O)OCC)c1C	93	-21	94	-14	95	93	98	18	0	95	93
CN1C(=O)/C(=C\c2ccc(-c3ccccc3)o2)SC1=S	90	-34	87	-8	85	94	98	0	6	88	87
Cc1nc2c3ccccc3nc(SCC(=O)c3ccc(Cl)cc3)n2n1	95	-13	96	-25	94	98	104	x	0	94	95
O=C(O)/C=C\C(=O)NC1CCCCC1	104	-41	98	6	102	102	100	2	-6	102	103
COc1ccc(C2CC(=O)n3nc(C45CC6CC(CC(C6)C4)C5)nc3S2)cc1OC (stereo unspecified)	102	-3	101	6	99	101	103	23	0	97	96
CCC(=O)c1ccc(OCC(O)Cn2c(C)nc3ccccc32)cc1 (stereo unspecified)	102	-7	104	6	101	96	101	x	0	101	100
COC(=O)[C@H]1CCCN1C(=O)Nc1cccc(Oc2c(F)c(F)c(F)c(F)c2F)c1	104	-13	103	-7	101	99	101	x	-1	98	99
O=C1CC(N2CCN(c3ccc(F)cc3)CC2)C(=O)N1Cc1ccc(N2CCCC2=O)cc1 (stereo unspecified)	94	-26	99	x	96	92	104	x	-1	93	94
Nc1c(C(=O)OCC2CCCO2)c2nc3ccccc3nc2n1-c1ccc2c(c1)OCCO2 (stereo unspecified)	101	-6	95	17	95	93	108	x	0	97	96
Cc1ccc(-c2nc(SCC(=O)N(C)C3CCS(=O)(=O)C3)[nH]c2-c2ccc(C)cc2)cc1 (stereo unspecified)	105	-4	105	8	103	100	100	-1	-2	104	103
CCOC(=O)c1nn(-c2ccc(F)cc2)c(C)c1C(C)=O	u	-22	u	4	u	u	99	x	2	u	u
Cc1c(C(=O)O)cnc2c([N+](=O)[O-])cnn12	97	14	95	8	93	93	102	23	0	90	92
Cc1cc(C)cc(N=c2c([N+](=O)[O-])nn(-c3ccc(Cl)cc3)n2O)c1	99	-14	97	3	98	107	96	-10	-4	100	95
O=C(CCN1CCN(c2ccc(F)cc2)CC1)Nc1ccccc1F	94	-29	96	x	95	96	106	-6	-1	95	95
Cc1ccc(CNC(=O)COC(=O)c2cc3c(s2)CCC(C)C3)cc1 (stereo unspecified)	101	-10	100	11	100	94	114	-1	-3	99	100
Cc1c(C)n(CCC#N)c2ccccc12	101	-40	99	23	97	100	106	x	-3	98	99
Cc1ccc2c(c1)Oc1ccccc1C=C2C(=O)O	85	-8	85	-2	88	93	94	2	0	88	86

Only RGS8-Gao reg and Rab7 wt modul, for some of the entries so far:
| structure | RGS8-Gao reg | Rab7 wt modul |
| --- | --- | --- |
| O=C(O)CC(NC(=O)C1c2ccccc2Oc2ccccc21)c1ccc(OC2CCCC2)cc1 (stereo unspecified) | 106 | 92 |
| CCOCCCNC(=O)c1c(C)c(C(=O)OCC)n(C)c1C | 101 | 101 |
| Cc1ccccc1Oc1ncnc2oc(-c3ccccc3)cc12 | 89 | 101 |
| O=C(O)/C=C\C(=O)NC1CCCCC1 | 100 | 102 |

The results go on:
SMILES	Rac1 wt modul	Mcl1 Bid PPI	Cdc42 wt GTP	Mcl1-Noxa inh	HRas wt GTP bind	Rab7 wt modul	RGS8-Gao reg	Pf gamet viab	Mcl-1 Bim block	Rab2A wt mod	Rac1 act GTP bind
CC(NC(=O)CSc1nc(=O)cc(N)n1CCc1ccccc1)c1ccccc1 (stereo unspecified)	97	-1	101	7	100	98	103	9	-1	98	96
O=C(COc1ccccc1F)c1ccc(O)cc1O	101	10	103	16	100	96	100	15	5	99	99
c1ccc(-n2c(-c3ccncc3)nnc2N2CCOCC2)cc1	106	-26	106	8	104	99	102	x	-1	103	101
OCCNCc1cccc2ccccc12	101	-18	99	18	100	109	97	12	0	99	100
O=C(CSc1nnc(CCCN2C(=O)c3cccc4cccc(c34)C2=O)n1-c1ccccc1)NCCCO	104	-27	98	-3	99	96	101	-13	-4	98	102
Cn1c(Cc2ccccc2)nnc1SCCC(=O)Nc1ccccc1	99	-23	94	-17	95	97	97	-16	0	95	96
CCOC(=O)C(NCc1ccco1)(NC(=O)c1ccc(OC)cc1)C(F)(F)F (stereo unspecified)	105	-25	103	0	102	98	98	x	0	100	99
CN1CCN(C(c2ccccn2)c2cc(Cl)c3cccnc3c2O)CC1 (stereo unspecified)	100	37	96	46	96	96	97	12	0	97	97
Brc1ccc(C2=NC(Cc3ccccc3)CO2)cc1 (stereo unspecified)	105	3	102	-14	101	104	102	x	1	99	98
CCN(CC)C(=O)C(=O)Nc1ccc(OCc2ccccc2)cc1	92	-30	95	1	93	94	101	-1	1	95	93
O=C(CSc1nc(-c2ccccc2)cs1)Nc1cccc([N+](=O)[O-])c1	101	-6	99	4	98	97	118	5	-3	96	98
Cc1ccc(N2C(=S)SC3CS(=O)(=O)CC32)cc1 (stereo unspecified)	105	-17	107	3	102	106	101	38*	-4	102	103
Cc1nn(CC(=O)N2c3ccccc3NC(=O)C2(C)C)c(C)c1[N+](=O)[O-]	98	-22	97	2	100	104	100	-2	-1	98	95
Cc1ccc(NC(=O)N2CCC(=O)N2)cc1	106	-30	100	6	101	97	101	-7	4	98	98
Cc1ccc(NC(=O)Cn2cnc3c(oc4nc5c(cc43)COC(C)(C)C5)c2=O)cc1	102	-55	101	8	104	102	93	x	5	100	98
O=c1[nH]c2ccccc2n1CCCOc1ccccc1	96	-9	96	5	98	103	106	-38	1	101	102
Cc1cccc(C(=O)Oc2ccccc2/C=N/Nc2ccc([N+](=O)[O-])cc2)c1	98	2	98	27	98	98	104	-3	-6	99	100
COc1cccc(CNCCOCCO)c1OC	101	16	100	4	99	98	102	x	-3	99	98
Cc1ccsc1C(=O)N1CCN(S(=O)(=O)c2cccs2)CC1	99	-15	98	3	95	94	102	-8	1	95	94
C/C(=N\Nc1ccccn1)c1cccs1	97	-35	94	-5	95	98	106	22	1	96	96
O=C(O)C1CCN(Cc2cccnc2)CC1	97	-5	95	15	100	102	102	-15	-1	99	97
O=C(CSc1nnc(-c2c[nH]c3ccccc23)n1CC1CCCO1)Nc1ccc2c(c1)OCCO2 (stereo unspecified)	105	-15	103	-11	104	103	102	x	-2	103	98
CCOC(=O)N1CCN(C(=O)CS(=O)Cc2nc(-c3cccc(C)c3)oc2C)CC1 (stereo unspecified)	104	1	104	10	103	101	98	x	0	102	101
O=c1[nH]cnc2c1N=C(c1cccc([N+](=O)[O-])c1)CC(c1ccccc1)N2 (stereo unspecified)	100	-52	98	16	100	111	100	4	1	100	96

Marked active in Mcl1 Bid PPI, of those listed so far:
SMILES	Rac1 wt modul	Mcl1 Bid PPI	Cdc42 wt GTP	Mcl1-Noxa inh	HRas wt GTP bind	Rab7 wt modul	RGS8-Gao reg	Mcl-1 Bim block	Rab2A wt mod	Rac1 act GTP bind
CCc1ccc(NS(=O)(=O)c2ccc3[nH]cc(C(=O)NCC4CCCO4)c(=O)c3c2)cc1 (stereo unspecified)	101	54*	99	16	98	95	95	-4	95	96
COc1cc(/C=C(/C#N)c2nc3ccccc3[nH]2)ccc1OCC(=O)Nc1ccccc1C(C)C	103	59*	100	34	97	95	103	16	99	98

Looked up one by one from the list above (two):
SMILES	Rac1 wt modul	Mcl1 Bid PPI	Cdc42 wt GTP	Mcl1-Noxa inh	HRas wt GTP bind	Rab7 wt modul	RGS8-Gao reg	Pf gamet viab	Mcl-1 Bim block	Rab2A wt mod	Rac1 act GTP bind
O=C(CSc1nnc(-c2c[nH]c3ccccc23)n1CC1CCCO1)Nc1ccc2c(c1)OCCO2 (stereo unspecified)	105	-15	103	-11	104	103	102	x	-2	103	98
CCOC(=O)N1CCN(C(=O)CS(=O)Cc2nc(-c3cccc(C)c3)oc2C)CC1 (stereo unspecified)	104	1	104	10	103	101	98	x	0	102	101

Screening data deposited in PubChem BioAssay by several laboratories.
